Bioassay records as filed in PubChem BioAssay.
CCR6 antagonist: CCR6 receptor antagonists, primary screen, cell-based, CHO-K1, luminescence, beta-arrestin, uHTS; AID 493098, 2011; CHO-K1 CCR6 PathHunter beta-arrestin, CCL20-stimulated; 340,000 tested, 0.49% active; inhibition, % at 20 µM;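 active = compounds whose inhibition of the agonist-driven luminescence signal at 20 µM reaches about 50%, limit read from the data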;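 note: cells stimulated with CCL20 at 14 nM final; plate controls were DMSO with CCL20 for no effect and DMSO without agonist for full effect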
Target sequence (P51684 whole entry, looked up): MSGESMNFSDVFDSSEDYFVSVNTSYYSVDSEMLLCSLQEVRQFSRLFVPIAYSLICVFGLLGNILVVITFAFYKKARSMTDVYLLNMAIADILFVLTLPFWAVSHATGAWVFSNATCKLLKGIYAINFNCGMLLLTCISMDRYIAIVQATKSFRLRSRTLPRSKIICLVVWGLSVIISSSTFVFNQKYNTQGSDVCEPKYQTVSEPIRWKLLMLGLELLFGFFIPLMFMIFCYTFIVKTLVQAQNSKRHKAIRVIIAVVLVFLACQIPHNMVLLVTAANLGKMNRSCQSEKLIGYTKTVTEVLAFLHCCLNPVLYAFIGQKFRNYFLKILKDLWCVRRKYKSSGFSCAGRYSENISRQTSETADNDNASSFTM
Gli-Sufu block: Gli-Sufu pathway antagonists, primary screen, luciferase luminescence, Sufu-KO-LIGHT cells, uHTS. AID 588413, 2011. 340,000 tested, 0.74% active. inhibition, % at 5 µM. Sufu-KO-LIGHT fibroblasts, Gli luciferase reporter luminescence;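 active = inhibition above about 55%, limit read from the data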;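 note: 0% = DMSO-treated cells and 100% = wells with medium but no cells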
EBI2 block: EBI2 receptor antagonists, beta-arrestin recruitment, primary screen, cell-based, luminescence, 7a,25-OHC stimulation, uHTS. 7a,25-OHC stimulated. inhibition, % at 5 µM. 360,000 tested, 0.81% active. G-protein coupled receptor 183 (Homo sapiens), P32249; in the data active = inhibition above about 38%;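 note: enzyme fragment complementation signal reports receptor beta-arrestin coupling in cells; 0% = agonist plus DMSO wells and 100% = wells without agonist; some results beyond the cut were filed as inactive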
MPTP inh: mitochondrial permeability transition pore inhibitors, primary screen, biochemical, isolated mouse mitochondria, absorbance; 360,000 tested, 1.4% active; Ca2+ swelling absorbance, 30 min; inhibition, % at 10 µM;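 active = inhibition of 50% or more, scaled per plate between neutral and stimulator controls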;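 note: 0% = DMSO wells given calcium and 100% = 1 mM EGTA wells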
APOBEC3G inh: APOBEC3G DNA deaminase inhibitors, primary screen, biochemical, fluorescence, single-stranded DNA substrate, uHTS. recombinant A3G, ssDNA deamination FAM/TAMRA fluorescence. inhibition, % at 20 µM. 330,000 tested, 0.28% active. AID 493012, 2011;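 active = inhibition of at least 40% at 20 µM, with no more than 30% in the related APOBEC3A deaminase screen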;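 note: plate controls were DMSO wells with A3G for no effect and wells lacking A3G enzyme for full effect; some compounds called inactive have numbers as strong as hits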
Target sequence (Q9HC16 whole entry, looked up): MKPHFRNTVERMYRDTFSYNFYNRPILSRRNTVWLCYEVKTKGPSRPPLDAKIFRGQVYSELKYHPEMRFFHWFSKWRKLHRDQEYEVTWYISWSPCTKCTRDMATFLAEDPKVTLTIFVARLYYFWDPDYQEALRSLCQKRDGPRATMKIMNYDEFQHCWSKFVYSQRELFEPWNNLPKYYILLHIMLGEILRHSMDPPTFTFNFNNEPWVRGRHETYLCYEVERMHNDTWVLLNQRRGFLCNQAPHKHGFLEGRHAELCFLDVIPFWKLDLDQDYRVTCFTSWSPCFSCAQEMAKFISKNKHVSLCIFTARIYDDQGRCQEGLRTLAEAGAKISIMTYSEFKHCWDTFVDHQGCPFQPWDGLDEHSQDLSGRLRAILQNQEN
CXCR6 inh: CXCR6 receptor inhibitors, primary screen, cell-based, beta-arrestin, luminescence, CHO-K1 PathHunter, 1536-well. inhibition, % at 20 µM. 360,000 tested, 0.36% active. AID 602244, 2012; in the data active = inhibition above about 34%, passing the limit was not always enough;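 note: antagonist mode with CXCL16 agonist at 10 nM final; 0% = 10 nM CXCL16 with DMSO and 100% = unstimulated wells without agonist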
Target sequence (O00574 whole entry, looked up): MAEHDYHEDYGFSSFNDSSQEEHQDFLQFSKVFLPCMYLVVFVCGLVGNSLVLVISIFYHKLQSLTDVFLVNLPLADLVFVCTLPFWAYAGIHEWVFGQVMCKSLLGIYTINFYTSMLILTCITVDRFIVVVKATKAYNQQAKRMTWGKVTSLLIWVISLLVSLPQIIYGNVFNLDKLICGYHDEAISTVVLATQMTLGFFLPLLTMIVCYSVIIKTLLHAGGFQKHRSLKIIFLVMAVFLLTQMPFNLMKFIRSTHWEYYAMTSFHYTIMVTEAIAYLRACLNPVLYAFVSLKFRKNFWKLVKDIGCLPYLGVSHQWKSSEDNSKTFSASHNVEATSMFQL
GRIN3A LBD mod: binders of NR3A ligand-binding domain, primary screen, biophysical, differential scanning fluorimetry, uHTS; Glutamate receptor ionotropic, NMDA 3A (GRIN3A) ligand-binding domain; NR3A LBD differential scanning fluorimetry, Tm shift; 0% = protein alone, 100% = glycine-bound protein; Tm shift relative to glycine control, % at 25 µM; 340,000 tested, 2.5% active; AID 1259313, 2017;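 active = melting temperature shift of at least 10% of the positive control shift, at one fixed dose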
A3A deaminase: APOBEC3A ssDNA deaminase inhibitors, primary screen, selectivity assay for APOBEC3G inhibitor project, biochemical, FAM/TAMRA oligo cleavage fluorescence | inhibition, % at 20 µM | AID 493011, 2011 | recombinant A3A, FAM/TAMRA ssDNA deamination fluorescence | DNA dC->dU-editing enzyme APOBEC-3A (Homo sapiens), P31941 | 330,000 tested, 0.41% active;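 active = at least 40% inhibition at 20 µM here, with at most 30% in a related deaminase screen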;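 note: plate controls were A3A with DMSO for no effect and wells lacking A3A enzyme for full effect; some results filed as inactive read as strong as hits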
The depositor's hits bear a star. Random draw from the library; 5.8% or so of the library scored in one or more.

Results for Cc1cccc(N2CCN(C(=O)c3cccc(S(=O)(=O)N4CCc5ccccc5C4)c3)CC2C)c1 (stereo not given) ?
CCR6 antagonist: 17; Gli-Sufu block: 28; EBI2 block: 4; MPTP inh: 4.9; APOBEC3G inh: 0; CXCR6 inh: 5; GRIN3A LBD mod: 3; A3A deaminase: -2

What do the screens show for `CCOC(=O)[C@H]1[C@H]2COc3ccc(Br)cc3[C@@H]2N2C(=O)CN(C)C(=O)[C@@]12C`?
CCR6 antagonist: 8; Gli-Sufu block: -2; EBI2 block: -1; MPTP inh: -0.2; CXCR6 inh: -5; GRIN3A LBD mod: -1

Results for COc1ccc(-n2nc(C(=O)N(C)C3CCCCC3)c3ccccc3c2=O)c(OC)c1 ?
CCR6 antagonist: 11; Gli-Sufu block: 5; EBI2 block: -4; MPTP inh: -0.6; APOBEC3G inh: -1; CXCR6 inh: -4; GRIN3A LBD mod: -1; A3A deaminase: 0

How did Cc1ccc(NS(=O)(=O)c2ccc(C(=O)N3CCC3)cc2)cc1 do in these assays?
CCR6 antagonist: -13; Gli-Sufu block: -12; EBI2 block: -1; MPTP inh: -1.4; APOBEC3G inh: -3; CXCR6 inh: -6; GRIN3A LBD mod: -1; A3A deaminase: 0

How did COC(=O)Cc1c(C)nc(SCc2ccccc2)[nH]c1=O do in these assays?
CCR6 antagonist: 2; Gli-Sufu block: 2; EBI2 block: 3; MPTP inh: 1.9; APOBEC3G inh: -8; CXCR6 inh: -3; GRIN3A LBD mod: 0; A3A deaminase: -6

How did CC12CN(C(=O)c3cccc([N+](=O)[O-])c3)C3(C#N)CC1CCC23C (stereo not given) do in these assays?
CCR6 antagonist: 11; Gli-Sufu block: 5; EBI2 block: -14; MPTP inh: 0.2; APOBEC3G inh: -3; CXCR6 inh: 1; GRIN3A LBD mod: 2; A3A deaminase: -1

What do the screens show for `O=C1c2cccc(O)c2C(=O)c2c(O)cc(CO)cc21`?
CCR6 antagonist: 4; Gli-Sufu block: 1; APOBEC3G inh: -2; GRIN3A LBD mod: 2; A3A deaminase: 10

Results for CCc1nc(SCC(=O)N2CCOCC2)c2c(=O)n(C)c(=O)n(C)c2n1 ?
CCR6 antagonist: 2; Gli-Sufu block: -3; EBI2 block: 2; MPTP inh: -0.8; APOBEC3G inh: -2; CXCR6 inh: 6; GRIN3A LBD mod: -4; A3A deaminase: 0

Results for CC(C)[C@H](NC(=O)c1ccccc1)C(=O)OCC(=O)/C=C1/N(C)c2ccccc2C1(C)C ?
CCR6 antagonist: -6; Gli-Sufu block: 31; EBI2 block: 7; MPTP inh: 8.1; APOBEC3G inh: -6; CXCR6 inh: -12; GRIN3A LBD mod: -2; A3A deaminase: -7

Results for O=C(COC(=O)CNC(=O)C1CCCCC1)Nc1ccccc1Cl ?
CCR6 antagonist: 2; Gli-Sufu block: -4; EBI2 block: 2; MPTP inh: 0.4; APOBEC3G inh: 1; CXCR6 inh: 2; GRIN3A LBD mod: 0; A3A deaminase: 2

What do the screens show for `O=C(Cn1cc(S(=O)(=O)Cc2ccccc2)c2ccccc21)N1CCOCC1`?
CCR6 antagonist: 4; Gli-Sufu block: 4; EBI2 block: 7; MPTP inh: -0.6; APOBEC3G inh: -14; CXCR6 inh: -8; GRIN3A LBD mod: 0; A3A deaminase: -3

How did O=C(NCc1ccc(F)cc1)N[C@@H](Cc1ccccc1)C(=O)O do in these assays?
CCR6 antagonist: 3; Gli-Sufu block: 33; EBI2 block: -6; MPTP inh: -2.5; APOBEC3G inh: -3; CXCR6 inh: 7; GRIN3A LBD mod: -1; A3A deaminase: 0

Results for COC(=O)C(CCCCNC(=O)c1ccc([N+](=O)[O-])cc1)NC(=O)c1ccc([N+](=O)[O-])cc1 (stereo not given) ?
CCR6 antagonist: -4; Gli-Sufu block: 3; EBI2 block: 0; MPTP inh: -1.1; APOBEC3G inh: -7; CXCR6 inh: -6; GRIN3A LBD mod: 4; A3A deaminase: -5

Results for O=C(CC1S/C(=N/N=C/c2cccnc2)NC1=O)Nc1ccccc1 (stereo not given) ?
CCR6 antagonist: 0; Gli-Sufu block: -2; EBI2 block: 3; MPTP inh: 0.4; APOBEC3G inh: -11; CXCR6 inh: 0; GRIN3A LBD mod: -1; A3A deaminase: 0

How did COc1ccc(Nc2cc(C)c3cc([N+](=O)[O-])ccc3n2)cc1 do in these assays?
CCR6 antagonist: 23; Gli-Sufu block: 7; EBI2 block: 23; MPTP inh: 4.5; APOBEC3G inh: -6; CXCR6 inh: 13; GRIN3A LBD mod: 28*; A3A deaminase: -6

How did COc1cc(C(=O)N/N=C2\CCS(=O)(=O)c3ccc(F)cc32)cc(OC)c1OC do in these assays?
CCR6 antagonist: -1; Gli-Sufu block: 2; EBI2 block: -5; MPTP inh: -0.3; APOBEC3G inh: -3; CXCR6 inh: -1; GRIN3A LBD mod: -1; A3A deaminase: 2

Results for Cc1ccc(CNC(=O)CN2c3cccc4cccc(c34)S2(=O)=O)cc1 ?
CCR6 antagonist: 3; EBI2 block: -7; MPTP inh: -1.1; APOBEC3G inh: -10; CXCR6 inh: -3; GRIN3A LBD mod: -1; A3A deaminase: -2

What do the screens show for `Cc1nn(CC(=O)NC2CCC(C)CC2)c(=O)c(C#N)c1C` (stereo not given)?
CCR6 antagonist: -1; Gli-Sufu block: -2; EBI2 block: 4; MPTP inh: 1.2; APOBEC3G inh: -2; CXCR6 inh: -5; GRIN3A LBD mod: 1; A3A deaminase: 1

Results for COc1ccc(C2=NOC(COc3ccc4c(C)cc(=O)oc4c3)C2)c(OC)c1 (stereo not given) ?
CCR6 antagonist: 15; Gli-Sufu block: -10; EBI2 block: 2; MPTP inh: 3.5; APOBEC3G inh: -4; CXCR6 inh: 1; GRIN3A LBD mod: 1; A3A deaminase: 1

Results for COc1ccc(-n2c(SCC(=O)N3CCCCC3)nc(O)cc2=O)cc1 ?
CCR6 antagonist: -11; Gli-Sufu block: -2; EBI2 block: -11; MPTP inh: 1.7; APOBEC3G inh: 0; CXCR6 inh: -2; GRIN3A LBD mod: 2; A3A deaminase: 6

How did COc1cc2c(cc1OC)C(C(=O)Nc1ccc3c(c1)OCCO3)C(c1cccnc1)N(C)C2=O (stereo not given) do in these assays?
CCR6 antagonist: 4; Gli-Sufu block: -6; EBI2 block: -8; MPTP inh: -1.3; APOBEC3G inh: -3; CXCR6 inh: -15; GRIN3A LBD mod: -1; A3A deaminase: 2

How did Cc1ccc(C)c(S(=O)(=O)Nc2ccc(S(=O)(=O)Nc3ncccn3)cc2)c1 do in these assays?
CCR6 antagonist: -11; Gli-Sufu block: 4; EBI2 block: -2; MPTP inh: -0.2; APOBEC3G inh: -2; CXCR6 inh: 3; GRIN3A LBD mod: 0; A3A deaminase: -2

What do the screens show for `O=C(COc1cc2oc(=O)c3c(c2cc1Cl)CCC3)NCCCN1CCCC1=O`?
CCR6 antagonist: 22; Gli-Sufu block: -7; EBI2 block: 1; MPTP inh: -1.8; APOBEC3G inh: 9; CXCR6 inh: -4; GRIN3A LBD mod: 0; A3A deaminase: 0

How did Cc1ccc(-n2ncc3c(=O)n(CC(=O)N4CCN(c5ccccc5)CC4)cnc32)cc1 do in these assays?
CCR6 antagonist: 6; Gli-Sufu block: 5; EBI2 block: 14; MPTP inh: 0.3; APOBEC3G inh: -7; CXCR6 inh: 1; GRIN3A LBD mod: -1; A3A deaminase: -3

What do the screens show for `O=S(=O)(c1ccc(N2CCOCC2)cc1)N1CCOCC1`?
CCR6 antagonist: -6; Gli-Sufu block: 1; EBI2 block: -3; MPTP inh: -1.4; APOBEC3G inh: 2; CXCR6 inh: -1; GRIN3A LBD mod: 0; A3A deaminase: 0

How did Cc1ccc2cc(CN(Cc3cccs3)Cc3nnnn3CC3CCCO3)c(=O)[nH]c2c1 (stereo not given) do in these assays?
CCR6 antagonist: 5; Gli-Sufu block: 1; EBI2 block: 0; MPTP inh: 1.1; APOBEC3G inh: -7; CXCR6 inh: 5; GRIN3A LBD mod: -3; A3A deaminase: -5

How did O=c1c2ccccc2cnn1Cc1n[nH]c(=S)n1-c1ccc(Cl)cc1 do in these assays?
CCR6 antagonist: 14; Gli-Sufu block: -1; EBI2 block: -9; MPTP inh: 0.1; APOBEC3G inh: 42*; CXCR6 inh: -2; GRIN3A LBD mod: 1; A3A deaminase: -2

Results for CCC(C)NC(=O)C1(O)c2cc(Br)ccc2NC(=O)N1c1cccc(OC)c1 (stereo not given) ?
CCR6 antagonist: 5; Gli-Sufu block: 4; EBI2 block: -6; MPTP inh: -0.3; APOBEC3G inh: -4; CXCR6 inh: 0; GRIN3A LBD mod: 3; A3A deaminase: 1

Results for CC1CN(C(=O)/C=C/c2ccc(SC(F)F)cc2)CC(C)O1 (stereo not given) ?
CCR6 antagonist: 9; Gli-Sufu block: 15; EBI2 block: 5; MPTP inh: -0.6; APOBEC3G inh: -3; CXCR6 inh: -17; GRIN3A LBD mod: 1; A3A deaminase: 0

Results for CCn1c(CSc2nc(C)cc(C)n2)nnc1SCC(=O)N1CCCc2ccccc21 ?
CCR6 antagonist: -17; Gli-Sufu block: 6; EBI2 block: -22; MPTP inh: 1.6; APOBEC3G inh: -6; CXCR6 inh: 8; GRIN3A LBD mod: -1; A3A deaminase: -2

How did CCOC(=O)Cn1cnc(-c2ccc([N+](=O)[O-])cc2)c1 do in these assays?
CCR6 antagonist: 19; Gli-Sufu block: -13; EBI2 block: -4; MPTP inh: -1.1; APOBEC3G inh: -4; CXCR6 inh: 2; GRIN3A LBD mod: -8; A3A deaminase: 1

What do the screens show for `O=C(NNC(=O)c1ccc2ccccc2c1)c1ccc(Cl)cc1`?
CCR6 antagonist: 1; Gli-Sufu block: 3; EBI2 block: 61*; MPTP inh: 0.5; CXCR6 inh: -10; GRIN3A LBD mod: -2

Results for CCOc1cc(S(=O)(=O)n2ccnc2)ccc1Cl ?
CCR6 antagonist: 3; Gli-Sufu block: -5; EBI2 block: -7; MPTP inh: -0.3; APOBEC3G inh: -5; CXCR6 inh: 0; GRIN3A LBD mod: 1; A3A deaminase: -2

4 entries picked at random from the list so far:
How did O=c1c2ccccc2cnn1Cc1n[nH]c(=S)n1-c1ccc(Cl)cc1 do in these assays?
CCR6 antagonist: 14; Gli-Sufu block: -1; EBI2 block: -9; MPTP inh: 0.1; APOBEC3G inh: 42*; CXCR6 inh: -2; GRIN3A LBD mod: 1; A3A deaminase: -2

What do the screens show for `O=S(=O)(c1ccc(N2CCOCC2)cc1)N1CCOCC1`?
CCR6 antagonist: -6; Gli-Sufu block: 1; EBI2 block: -3; MPTP inh: -1.4; APOBEC3G inh: 2; CXCR6 inh: -1; GRIN3A LBD mod: 0; A3A deaminase: 0

How did Cc1ccc2cc(CN(Cc3cccs3)Cc3nnnn3CC3CCCO3)c(=O)[nH]c2c1 (stereo not given) do in these assays?
CCR6 antagonist: 5; Gli-Sufu block: 1; EBI2 block: 0; MPTP inh: 1.1; APOBEC3G inh: -7; CXCR6 inh: 5; GRIN3A LBD mod: -3; A3A deaminase: -5

Results for CC1CN(C(=O)/C=C/c2ccc(SC(F)F)cc2)CC(C)O1 (stereo not given) ?
CCR6 antagonist: 9; Gli-Sufu block: 15; EBI2 block: 5; MPTP inh: -0.6; APOBEC3G inh: -3; CXCR6 inh: -17; GRIN3A LBD mod: 1; A3A deaminase: 0
